# High-throughput results deposited in PubChem by The Scripps Research Institute Molecular Screening Center.
# LYPLA1 inh = LYPLA1 (human) inhibition in PME1 counter-screen; O75608; recombinant LYPLA1, FP-Rh probe fluorescence polarization; inhibition, % at 5.9 µM; 320,000 tested, 0.16% active; AID 2174;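 active = inhibition above the mean of all tested compounds plus 3 SD, set per campaign, cut at about 14% in these data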;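 note: inhibitors block serine hydrolase probe labeling of LYPLA1 so polarization falls; 0% = enzyme with DMSO and 100% = wells lacking LYPLA1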
# pPAFAH FP inh = pPAFAH (human) enzyme inhibition | AID 463082 | 330,000 tested, 1.5% active | inhibition, % at 3.39 µM | recombinant pPAFAH, FP-rhodamine probe fluorescence polarization;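 active = inhibition above the mean inhibition across the screen plus 3 SD, cut at about 25% in these data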;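 note: inhibitors block binding of the rhodamine activity-based probe so polarization drops; 0% = enzyme with DMSO and 100% = wells lacking pPAFAH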
# PAFAH1B3 inh = inhibitors of human PAFAH1B3 | recombinant PAFAH1B3, FP-rhodamine probe, fluorescence polarization | AID 492972 | 340,000 tested, 0.28% active | inhibition, % at 3.39 µM;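 active = inhibition above the screen-wide average of all tested compounds plus 3 SD, cut at about 25% in these data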;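 note: 0% = enzyme with DMSO only and 100% = wells lacking PAFAH1B3 protein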
# Fam108B inh = Fam108B inhibition, counter-screen for RBBP9 inhibitors | recombinant Fam108B, FP-Rh probe fluorescence polarization | inhibition, % at 9.51 µM | AID 1947 | 300,000 tested, 0.33% active;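 active = inhibition above the screen mean inhibition plus 3 SD, computed separately per campaign, cut at about 18% in these data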;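 note: inhibitors lower polarization as less probe binds the enzyme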
# PAFAH2 inh = inhibitors of human PAFAH2. inhibition, % at 3.39 µM. recombinant PAFAH2, FP-rhodamine activity probe, fluorescence polarization. 340,000 tested, 0.99% active. AID 492956. Q99487;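 active = inhibition above the mean over all tested compounds plus 3 SD, cut at about 30% in these data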;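 note: inhibitors block probe labeling of enzyme so polarization drops; 0% = enzyme with DMSO and 100% = wells lacking PAFAH2 protein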
# PAFAH1B2 inh = PAFAH1B2 (human) inhibition; P68402; recombinant PAFAH1B2, FP-rhodamine activity probe, fluorescence polarization; inhibition, % at 3.39 µM; 340,000 tested, 1.2% active; AID 492953;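 active = inhibition above the mean of all tested compounds plus 3 SD, cut at about 24% in these data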;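 note: 0% = enzyme with DMSO and 100% = wells lacking PAFAH1B2; many of its hits are not listed in these tables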
# PME-1 inh = PME-1 (human) inhibition. Q9Y570. recombinant PME-1, FP-Rh probe fluorescence polarization. inhibition, % at 5.9 µM. 320,000 tested, 0.53% active;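 active = inhibition above the campaign mean of all compounds plus 3 SD, cut at about 26% in these data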;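 note: competitive labeling of PME-1 active site by serine hydrolase directed probe; 0% = PME-1 with DMSO and 100% = wells lacking PME-1 enzyme; inhibitors block probe labeling so polarization falls and inhibition rises; many of its hits are not listed in these tables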
# PAD4 inh = inhibitors of human PAD4; Q9UM07; recombinant PAD4, RCA probe fluorescence polarization; inhibition, % at 6.36 µM; 330,000 tested, 0.41% active;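 active = percent inhibition above a cutoff equal to the mean of all tested compounds plus 3 SD, cut at about 15% in these data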;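 note: 0% = PAD4 with RCA probe and DMSO and 100% = probe without PAD4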
# Target sequence (Q9UM07 whole entry, looked up): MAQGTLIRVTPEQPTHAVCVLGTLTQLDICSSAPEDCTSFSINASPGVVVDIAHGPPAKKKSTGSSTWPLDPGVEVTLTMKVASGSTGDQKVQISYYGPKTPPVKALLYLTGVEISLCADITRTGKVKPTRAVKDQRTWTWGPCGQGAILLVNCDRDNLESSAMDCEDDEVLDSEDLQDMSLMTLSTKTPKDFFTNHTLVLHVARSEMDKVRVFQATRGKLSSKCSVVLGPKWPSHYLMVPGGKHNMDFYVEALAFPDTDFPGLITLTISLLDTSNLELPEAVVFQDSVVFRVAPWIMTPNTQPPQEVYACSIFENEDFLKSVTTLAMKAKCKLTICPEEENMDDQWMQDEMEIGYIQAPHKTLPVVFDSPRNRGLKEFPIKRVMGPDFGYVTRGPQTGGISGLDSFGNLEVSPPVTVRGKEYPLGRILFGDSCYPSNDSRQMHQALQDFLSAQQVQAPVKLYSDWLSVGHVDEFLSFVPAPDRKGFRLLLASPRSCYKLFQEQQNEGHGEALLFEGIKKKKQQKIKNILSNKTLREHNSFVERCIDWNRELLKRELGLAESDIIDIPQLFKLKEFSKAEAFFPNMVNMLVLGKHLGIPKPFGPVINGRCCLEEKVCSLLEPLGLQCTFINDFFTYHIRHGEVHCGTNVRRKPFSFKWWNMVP
# GSTO1 inh = GSTO1 inhibition, counter-screen for RBBP9 inhibitors; recombinant GSTO1, activity-based probe fluorescence polarization; inhibition, % at 5.96 µM; 300,000 tested, 1.1% active; AID 1974;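 active = inhibition above the campaign mean inhibition plus 3 SD, cut at about 35% in these data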;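 note: 0% = GSTO1-1 with DMSO and 100% = wells lacking GSTO1-1 enzyme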
# Target sequence (P78417 whole entry, looked up): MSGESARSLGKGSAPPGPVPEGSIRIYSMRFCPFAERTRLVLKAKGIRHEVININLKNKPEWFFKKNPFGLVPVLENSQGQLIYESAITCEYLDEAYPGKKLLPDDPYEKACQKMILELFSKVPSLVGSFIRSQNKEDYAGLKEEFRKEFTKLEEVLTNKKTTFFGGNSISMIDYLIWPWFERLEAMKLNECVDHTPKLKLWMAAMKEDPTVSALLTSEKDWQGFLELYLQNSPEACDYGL
# Starred values were filed as active, the others as inactive; . = not tested or not shown.
# The first two records, to show the layout:
SMILES,LYPLA1 inh,pPAFAH FP inh,PAFAH1B3 inh,Fam108B inh,PAFAH2 inh,PAFAH1B2 inh,PME-1 inh,PAD4 inh,GSTO1 inh
Cn1sc(NC(=O)c2ccc(Cl)cc2)nc1=O,-2,-3,7,1,6,2,-2,-5,4
Cc1cc(C)c(C)c(OCc2nc(-c3cccnc3)no2)c1,2,1,16,-1,6,8,-4,-3,-3

# All compounds of this part, from the start:
SMILES,LYPLA1 inh,pPAFAH FP inh,PAFAH1B3 inh,Fam108B inh,PAFAH2 inh,PAFAH1B2 inh,PME-1 inh,PAD4 inh,GSTO1 inh
Cn1sc(NC(=O)c2ccc(Cl)cc2)nc1=O,-2,-3,7,1,6,2,-2,-5,4
Cc1cc(C)c(C)c(OCc2nc(-c3cccnc3)no2)c1,2,1,16,-1,6,8,-4,-3,-3
CCOC(=O)c1sc(N(C)C)nc1-c1ccccc1,3,1,7,1,2,-1,4,2,-5
COc1ccc(NC(=O)CCCC2=NS(=O)(=O)c3ccccc3N2)cc1,1,-1,5,-2,3,4,0,1,1
O=C1CCCN1CCCNc1ncnc2sccc12,-6,-2,2,-1,2,-2,-2,-5,9
CCOc1ccccc1N1C(=O)c2ccc(C(=O)O)cc2C1=O,-2,-5,-2,-1,2,-3,4,-4,10
COc1cc(C2=NOC(C(=O)Nc3cc(C)on3)C2)cc(OC)c1OC (stereo not drawn),10,4,9,-4,5,5,-9,2,-2
CCOC(=O)C1=C(O)/C(=C\c2cccc(OC)c2)N=C1C,-3,0,-1,-3,5,1,-2,4,-2
CCN1CCN(c2nc3c(c(=O)n(C)c(=O)n3C)n2CCSc2nccc(C)n2)CC1,-4,-3,7,3,5,4,-1,1,5
O=C(NCc1ccccc1)c1cnsn1,0,4,-3,0,0,2,-7,-7,6
O=C(NCCNc1ccc([N+](=O)[O-])cc1C(F)(F)F)c1ccccc1,2,4,4,-1,-4,-1,0,2,3
CCCCCC(=O)Nc1ccccc1N1CCN(c2ccccc2)CC1,0,2,1,-1,-11,0,3,0,0
COc1ccc(/C=N/Nc2nc(N3CCCCC3)nc(N3CCCCC3)n2)cc1[N+](=O)[O-],-7,5,5,-4,-10,3,-2,2,-5
O=C(COC(=O)c1cccc(S(=O)(=O)N2CCOCC2)c1)Nc1ccc2c(c1)OCO2,1,12,6,1,66*,2,-1,0,2
CN1CCN(C(=O)Nc2cccc(-c3ccccc3)c2)CC1,-2,4,3,3,-2,1,1,1,-1
COc1ccc(S(=O)(=O)NCC(c2ccc3c(c2)OCO3)N2CCOCC2)cc1 (stereo not drawn),-2,-8,-5,6,-2,-3,-3,3,-2
CN(C)c1ccc(CNc2ccc3c(c2)ncn3C(C)(C)C)cc1,-1,9,2,2,7,1,0,-2,11
Cc1cccc(NC(=S)Nc2ccccn2)c1C,-2,4,0,2,-6,4,11,-2,2
CC(C)CN1C(=O)C(NC(=O)C2CC2)(C(F)(F)F)C2=C1CC(C)(C)CC2=O (stereo not drawn),2,4,3,-1,-6,2,1,4,5
O=C(Cc1ccsc1)Nc1ccc(Cl)cc1Cl,0,7,0,-2,-3,5,-3,-5,7
O=C(OCn1nnc2ccccc2c1=O)c1ccc2ncsc2c1,-2,-1,0,1,27,1,4,3,5
Cc1cc2oc(=O)cc(CN3CCCc4ccccc43)c2cc1C,-4,3,-5,-1,-3,-4,3,-1,5
CCOc1ccc(CCNC(=O)c2ccc(CS(=O)Cc3cccc(Cl)c3)o2)cc1 (stereo not drawn),1,6,1,2,11,2,0,-1,-2
Cc1cccc(-c2nc(CN3CCCC(C(=O)NC4CCCCCC4)C3)c(C)o2)c1 (stereo not drawn),-3,5,-2,4,-2,-1,-14,-3,1
COc1ccc(S(=O)(=O)N2CCCCCC2)cc1C(=O)N(C)CCOc1ccccc1,0,2,5,3,-2,2,18,3,5

# 3 compounds already listed, ordered by the number in PAFAH2 inh, ascending:
compound	PAFAH2 inh
O=C1CCCN1CCCNc1ncnc2sccc12	2
Cn1sc(NC(=O)c2ccc(Cl)cc2)nc1=O	6
CN(C)c1ccc(CNc2ccc3c(c2)ncn3C(C)(C)C)cc1	7

# Further results
SMILES,LYPLA1 inh,pPAFAH FP inh,PAFAH1B3 inh,Fam108B inh,PAFAH2 inh,PAFAH1B2 inh,PME-1 inh,PAD4 inh,GSTO1 inh
C=CCN(CC=C)Cc1c(O)ccc2c1oc(=O)c1ccccc12,3,6,11,-2,16,-1,5,0,55*
COc1ccc(CNC(=S)NC2CCCC2)cc1,-1,-6,-4,2,-2,-2,-11,2,-2
C/C=C/c1ccc(OCCCCOc2ccccc2F)c(OC)c1,-1,10,-2,2,3,2,5,0,1
Cc1ccnc(Nc2nc(-c3ccc(F)cc3)cs2)c1,-3,14,6,6,-1,6,5,2,6
COc1ccccc1Oc1ccc(S(=O)(=O)N2CCOCC2)cc1S(=O)(=O)N1CCOCC1,-3,6,5,-1,4,-1,3,-1,7
CC(C)C(=O)NNC(=O)c1cc2sccc2s1,-1,2,10,-2,4,1,-2,1,11
CC1(c2ccc(Cl)cc2)NC(=O)N(CC(=O)Nc2ccc(N3CCCCC3)cc2)C1=O (stereo not drawn),0,12,-8,1,-2,10,-5,-3,-6
CCCC(=O)c1c[nH]c(C(=O)N2CCOCC2)c1,3,10,18,1,-1,7,0,-1,-1
CCc1oc(C(=O)O)cc1COC,1,2,-9,0,-1,0,7,1,-2
O=C1CC(Nc2ccc(N3CCOCC3)cc2)C(=O)N1CCc1ccccc1 (stereo not drawn),0,13,3,4,10,2,-11,3,-2
COCCSc1nc2sc3c(c2c(=O)n1-c1ccccc1)CCN(C)C3,0,7,-1,-6,1,1,-2,0,-4
CC(C)(C)C(=O)NC1CC2CCCC(C1)N2C(=O)Nc1cccc(Cl)c1 (stereo not drawn),-5,-11,6,-1,1,2,-6,-1,-2
C=CCn1c(SCC(=O)OCC)nc(C(F)(F)F)cc1=O,3,2,7,4,1,2,1,-3,-4
Brc1ccccc1-c1nc(-c2ccccc2)no1,-3,5,.,-3,.,.,-5,-8,5
Cc1ccc(S(=O)(=O)NC(C)C(=O)OCC(=O)N(C)c2ccccc2)cc1 (stereo not drawn),0,7,-8,.,5,7,-1,0,.
COc1cc(S(=O)(=O)NCc2ccncc2)c(OC)cc1C,0,9,-5,-1,8,5,0,-1,1
O=C1CC(C(=O)N(c2ccc(F)cc2)C(C(=O)NC2CCCC2)c2ccccn2)CS1 (stereo not drawn),-1,-8,6,-3,5,7,0,-2,-3
O=C(CN(C(=O)CCC(=O)Nc1nccs1)c1ccc(F)c(Cl)c1)NCc1ccco1,2,2,4,-7,-5,2,3,0,4
O=C(CN1CCN(c2ccccn2)CC1)Nc1ccc(F)c(F)c1,-1,0,1,6,-3,2,1,-5,1
COCCNC(=S)NN=C1CCCCC1,1,2,7,1,7,-4,-2,2,5
O=C(NCCC1CCCCN1S(=O)(=O)c1ccc(F)cc1)C(=O)NCc1ccncc1 (stereo not drawn),1,5,2,1,-1,4,1,1,-6
O=C(CCC1CCCN(C(=O)COc2ccccc2)C1)N1CCN(c2ccccn2)CC1 (stereo not drawn),0,11,-2,-3,-2,-5,-3,-2,-5
C/C=C/c1ccc(OCCCCN2CCN(CC)CC2)c(OC)c1,-1,0,12,-3,7,4,1,4,-10
CCc1ccc(N(C(=O)CCC(=O)Nc2cc(C)on2)C(C(=O)NC(C)(C)C)c2ccc(OC)cc2)cc1 (stereo not drawn),-3,-2,3,3,-12,-2,5,-1,2
Cc1nn(-c2ccc(C(=O)Nc3nnc(C4CC4)s3)cc2)c(C)c1Cl,-2,-3,2,0,4,-3,2,-3,3
# Other structures:
SMILES,LYPLA1 inh,pPAFAH FP inh,PAFAH1B3 inh,Fam108B inh,PAFAH2 inh,PAFAH1B2 inh,PME-1 inh,PAD4 inh,GSTO1 inh
Cc1ccc(S(=O)(=O)C2C(=O)NC3(C)CC2c2ccccc2O3)cc1 (stereo not drawn),-3,1,4,-6,4,8,6,1,2
CC(=Nc1cccc(C)c1)c1sc2ccccc2c1O,-4,9,11,11,-1,4,-1,5,5
Cc1nc2ccc(S(=O)(=O)NCC(=O)N3CCC(N4CCCCC4)CC3)cc2s1,0,2,5,2,-1,4,0,0,10
Cc1cc(S(=O)(=O)NC(C)C)ccc1OCC(=O)NCc1ccccc1,1,7,5,-5,12,2,-2,-4,2
COc1ccc(OCC(=O)NCCCNC(=O)COc2ccc(OC)cc2)cc1,4,3,9,.,-2,1,0,3,.
FC(F)Oc1cccc(NC(=S)N2CCN(c3ccccn3)CC2)c1,-3,1,-6,-1,-4,2,-3,-3,4
O=c1[nH]c(C2CCN(S(=O)(=O)c3ccccc3C(F)(F)F)CC2)nc2c1nnn2Cc1ccccc1,-3,0,4,-6,6,-2,17,1,31
COc1ccc(N(Cc2ccccc2)C(=O)CSc2nnc(Cn3nnc4ccccc43)o2)cc1,-1,0,-5,-1,-5,0,-2,-1,0
COCc1c(C(=O)N/N=C/c2cccc3ccccc23)nnn1-c1nonc1N,-5,2,4,-2,1,3,-12,-5,0
CC(C)CC(c1nnnn1C(C)C)N1CCN(c2cccc(Cl)c2)CC1 (stereo not drawn),-1,1,14,3,0,0,-3,4,2
CC1CN(C(=O)COC(=O)c2cnc(Cl)c(Cl)c2)CC(C)O1 (stereo not drawn),.,-1,2,.,3,11,.,-4,.
COc1cc(CCNC(=O)c2ccccc2NC(=O)C2=C(C)OCCS2)cc(OC)c1OC,0,4,3,1,-1,2,0,1,-5
O=c1c(Cc2c(F)cccc2Cl)c(O)ccn1Cc1ccc2c(c1)OCO2,3,3,-6,3,4,1,5,-3,-11
Cc1ccccc1NC(=O)C[n+]1cc(-c2ccccc2)n2c1CCC2,4,5,6,1,4,2,-6,-1,2
N[C@@]12CCc3nonc3[C@]1(O)CC(c1ccccc1)=[N+]2[O-],1,0,1,1,-3,-2,1,-4,5
O=C(OCC(=O)N1CCOCC1)c1ccccc1Br,-4,0,4,-1,0,3,0,-1,4
CCn1cc(CCC(=O)O)c(C)n1,2,1,11,0,-2,0,2,4,10
Cc1ccc(NC(=O)CN(C)C(=O)CN2C(=O)NC(C)(c3ccccc3)C2=O)cc1 (stereo not drawn),1,1,16,-1,6,7,1,0,-1
COC(=O)c1ccc(CSc2nnc3sc4ccccc4n23)o1,0,0,4,0,2,2,6,-3,4
Cc1c(NC(=O)c2ccc(S(=O)(=O)Nc3ccccc3F)cc2)c(=O)n(-c2ccccc2)n1C,.,-2,10,.,0,4,.,1,.
O=C(NCc1ccco1)C(c1ccc(F)cc1)N(CC1CCCO1)C(=O)Cn1nnc2ccccc21 (stereo not drawn),-1,6,1,-4,8,0,-3,-10,1
CN1CCN(C(=O)c2ccc(Cn3cc(Cl)cn3)o2)CC1,1,4,7,-3,-1,3,1,-5,7
COc1ccc(C)cc1NC(=O)C1CCCN(S(=O)(=O)c2ccc3[nH]c(=O)ccc3c2)C1 (stereo not drawn),-7,0,8,-3,-1,3,-4,0,-89
CC(C)(C)n1ncc(Oc2ccccc2[N+](=O)[O-])c(Cl)c1=O,0,5,6,-2,8,3,2,-3,10
Cc1[nH]nc(S(=O)CC(=O)O)c1[N+](=O)[O-] (stereo not drawn),3,7,-8,-3,-10,-4,-2,-2,-10
O=C(CSc1nccc(=O)[nH]1)NN(c1ccccc1)c1ccccc1,3,1,10,3,-4,1,-4,-2,3
CC(NC(=O)C(=O)N/N=C/c1ccc(Cl)cc1)c1ccccc1 (stereo not drawn),-1,3,2,-2,-7,2,-2,-1,1
CCNC(=O)C1(c2ccccc2)CCCC1,-4,-3,5,2,1,18,0,1,-2

# This is a subset. The share of hits here may be higher or lower than overall.
